Bioassay records deposited in PubChem BioAssay by National Center for Advancing Translational Sciences (NCATS).
APEX1 inh: APE1 (human) endonuclease inhibition | actives 0.35% (n = 350,000) | AID 2517 | Potency, µM (doses to about 65.8 µM), without a hit: top-dose activity change, negative = inhibition, most hits filed as inhibitors | P27695 | recombinant APE1, TAMRA/BHQ-2 abasic DNA cleavage fluorescence;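 further: potency means the concentration at half of the fitted maximal effect; plate controls were vehicle for no effect and reference inhibitor for full effect; nearly all actives have a fitted effect of over 55% in size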
Target sequence (P27695 whole entry, looked up): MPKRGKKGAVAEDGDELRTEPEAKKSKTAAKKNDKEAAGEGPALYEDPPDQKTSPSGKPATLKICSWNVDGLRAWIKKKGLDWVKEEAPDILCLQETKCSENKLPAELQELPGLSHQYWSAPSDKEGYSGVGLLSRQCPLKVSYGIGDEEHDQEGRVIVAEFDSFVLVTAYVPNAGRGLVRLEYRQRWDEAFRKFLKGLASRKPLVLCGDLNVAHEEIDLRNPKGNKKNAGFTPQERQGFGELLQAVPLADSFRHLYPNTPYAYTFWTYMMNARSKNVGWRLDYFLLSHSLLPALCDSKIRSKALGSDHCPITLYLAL
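Readout is kinetic fluorescence (ex 525, em 598 nm) from cleavage of 50 nM TAMRA/BHQ-2 THF abasic duplex by 0.75 nM APE1, compound added 15 min beforehand at RT.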
RGS4 inhibitor: inhibitors of human regulator of G protein signaling 4 | P49798 | Transcreener GDP fluorescence polarization, RGS4-accelerated GTP hydrolysis | Potency, µM (top dose mostly 114 µM), for the others: at the top dose activity change, negative = inhibition, most hits filed as inhibitors | actives 0.039% (n = 390,000) | AID 504845; further: potency means the concentration at half of the fitted maximal effect; on the % scale 0 is the no-effect control and ±100 the full control effect; nearly all actives have a fitted effect of over 75% in size; some results filed as inactive show a strong effect at the top dose
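MLSMR compounds (23 nl, pin-transferred) preincubated 10 min at room temperature with a 500nM (2x) first reagent, then RGS4 at 900nM (2x) plus Transcreener GDP mix added; fluorescence polarization (620/688 nm) read before and after 90 min at 30 °C.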
LDHA inh: LDHA (human) enzyme inhibition; purified LDHA, NADH/diaphorase-resazurin fluorescence; active compounds read low; actives 0.15% (n = 480,000); P00338; activity change, % (values are at about 110 or 230 µM); in the data active means activity change below about -30%; inconclusive means mostly about -25% to -30%;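 further: plate controls were DMSO wells for no effect and wells without enzyme for full effect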
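LDH5 2 nM; NADH 0.06 mM, pyruvate 0.2 mM; 200 mM Tris pH 7.4, EDTA, Tween-20; 5 min RT. Detection: diaphorase 0.133 mg/mL + resazurin 37 µM, fluorescence ex540/em590 at 0 and 20 min; normalized to enzyme-free and DMSO wells.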
POLH inh: DNA polymerase eta (human) inhibition; recombinant Pol eta, fluorescent DNA replication assay; Potency, µM (doses to about 114 µM), without a hit: top-dose activity change, negative = inhibition, usual class: inhibitors; actives 1.2% (n = 390,000); Q9Y253; further: potency means the concentration at half of the fitted maximal effect; on the % scale 0 is the no-effect control and ±100 the full control effect
Target sequence (Q9Y253 whole entry, looked up): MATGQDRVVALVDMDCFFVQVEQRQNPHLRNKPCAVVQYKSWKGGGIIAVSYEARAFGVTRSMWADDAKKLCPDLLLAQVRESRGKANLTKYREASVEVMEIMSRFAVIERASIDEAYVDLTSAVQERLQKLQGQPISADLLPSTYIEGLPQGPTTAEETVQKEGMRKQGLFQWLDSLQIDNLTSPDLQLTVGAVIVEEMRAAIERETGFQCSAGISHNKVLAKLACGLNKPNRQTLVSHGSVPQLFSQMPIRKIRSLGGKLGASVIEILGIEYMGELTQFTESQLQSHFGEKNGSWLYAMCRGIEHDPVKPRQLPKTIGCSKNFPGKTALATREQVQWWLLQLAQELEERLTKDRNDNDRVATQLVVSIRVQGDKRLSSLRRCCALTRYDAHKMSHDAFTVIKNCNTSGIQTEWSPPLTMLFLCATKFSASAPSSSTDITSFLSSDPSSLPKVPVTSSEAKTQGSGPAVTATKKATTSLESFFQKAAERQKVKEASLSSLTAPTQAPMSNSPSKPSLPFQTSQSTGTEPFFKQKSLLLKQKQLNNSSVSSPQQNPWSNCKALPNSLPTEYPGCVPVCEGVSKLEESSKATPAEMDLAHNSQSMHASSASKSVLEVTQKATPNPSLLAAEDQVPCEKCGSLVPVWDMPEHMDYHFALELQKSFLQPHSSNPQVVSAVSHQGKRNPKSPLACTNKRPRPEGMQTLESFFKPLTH
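Pol eta at 10 nM preincubated with compounds 15 min at room temperature; reaction started with fluorescent substrate (50 nM final) and read kinetically at 0 and 10 min.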
Apoferritin bind: binds horse apoferritin like a general anesthetic. apoferritin/1-aminoanthracene competitive binding, fluorescence. Potency, µM (highest dose often 77.5 µM), without a hit: at the highest dose activity change, negative = displacement, actives largely listed as inhibitors. actives 0.074% (n = 350,000). AID 485281; further: potency means the concentration at half of the fitted maximal effect; on the % scale 0 is the no-effect control and ±100 the full control effect; nearly all actives have a fitted effect of over 20% in size
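Probe: 1-aminoanthracene (50% saturated, PBS). Protein: horse-spleen apoferritin, 10 uM. Incubation: 10 min, room temperature. Detection: 380 nm excitation, 535 nm emission. Analysis: normalized response, four-parameter Hill.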
Pol kappa inh: blocks human DNA polymerase kappa activity | Q9UBT6 | purified Pol kappa, fluorescent DNA synthesis assay, 10 min | Potency, µM (highest dose often 107 µM), for inactives: top-dose activity, negative = inhibition, actives largely listed as inhibitors | actives 0.53% (n = 400,000); further: potency means the concentration at half of the fitted maximal effect; on the % scale 0 is the no-effect control and ±100 the full control effect
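Enzyme at 10 nM met test compounds for 15 min at room temperature. Substrate addition (50 nM final) began the reaction, which was monitored by fluorescence at 0 and 10 min.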
Pol beta inh: DNA polymerase beta (human) inhibition | P06746 | Pol beta primer extension/strand displacement, fluorescence kinetic | Potency, µM (highest dose often 114 µM), for the others: at the top dose activity change, negative = inhibition, hits mostly inhibitors | actives 1.3% (n = 340,000) | AID 485314; further: potency means the concentration at half of the fitted maximal effect; on the % scale 0 is the no-effect control and ±100 the full control effect
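Preincubation: enzyme (10 nM) with compound, 15 min, RT. Reaction: substrate added to 50 nM final. Reads: 0 and 10 min. Analysis: normalized, Hill fit.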
ALOX12 inh: inhibitors of human 12S-lipoxygenase ALOX12. purified 12hLO, xylenol orange hydroperoxide absorbance. P18054. actives 1.1% (n = 580,000). AID 1671190. Potency, µM (titrated, usually from 108 µM), for the others: at the top dose activity change, negative = inhibition, most hits filed as inhibitors; further: potency means the concentration at half of the fitted maximal effect; on the % scale 0 is the no-effect control and ±100 the full control effect
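Purified human 12hLO (150 nM final) in 25 mM Hepes, 0.01% Triton X-100, pH 7.0 was preincubated 15 min at room temperature with compound. Then 40 uM arachidonic acid was added, 30 min. Hydroperoxide was read by Fe-XO absorbance ratio 573/405 nm.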
ERG Ets-DNA blk: ERG Ets/DNA interaction inhibition. AID 624246. P11308. actives 0.028% (n = 370,000). fluorescence polarization, His-ERG Ets domain / labelled DNA. Potency, µM (doses to about 76.9 µM), for the others: at the top dose FP activity, negative = inhibition, usual class: inhibitors; active means well fitted inhibition curve with a large enough effect in the polarisation, with a control signal flat; inconclusive means small, poorly fitted or top-dose-only effect, or effect the other way, or a change in a side signal; inactive means no such curve, though single readings can be large or run the other way; the % refers to the polarisation;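 further: polarization taken with two DNA probes labelled with fluorescein and Texas red; potency means the concentration at half of the fitted maximal effect; % of control where 0% means no effect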
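His-tagged ERG Ets domain (1 uM in the protein solution; 300mM KCl, 50mM Tris-HCl, 1mM EDTA, 1mM DTT, pH 7.5) received compound, then a probe mix of 5 nM fluorescein-DNA and 100nM Texas-615-DNA. Fluorescence polarization was read for both dyes.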
Starred values were filed as active, the others as inactive; i = inactive; ? = inconclusive; . = no result given; [ ] = remark or other dose. Unless noted, the call rests on the fitted dose curve; in most records, active means well fitted curve in the direction sought with a large enough effect; inconclusive means small, poorly fitted or top-dose-only effect, or another doubt; inactive means no such curve, though single readings can be large; an effect the other way counts as inactive or inconclusive. The list is partial; the hit share may differ from the screen's.

1. Cc1ccc(NC(=O)CSc2cn(CC(=O)N3CCOCC3)c3ccccc23)cc1Cl
2. Cn1c(N)c(C(=O)CSc2nnc(C3CC3)n2-c2ccccc2)c(=O)[nH]c1=O
3. CC1(C)Cc2c(sc3ncn(N)c(=N)c23)CO1
4. Cc1ccc2cc(C(c3nnnn3CC3CCCO3)N3CCCC4(CCCCC4)C3)c(=O)[nH]c2c1 (centres undefined)
5. CCOC(=O)C1OC2(CCCC2)OC1C(=O)OCC (centres undefined)
6. COP1(=O)C=C[C@H](N(Cc2ccccc2)S(=O)(=O)c2ccccc2[N+](=O)[O-])[C@@H](C)O1 (some centres undefined)
7. CCOC(=O)c1sc(NC(=O)CSc2nc(C)cc(C(F)(F)F)n2)c(C#N)c1C
8. CCn1cc(C(=O)N2CC(C)CC(C)C2)c(=O)c2cc(S(=O)(=O)N(C)C)ccc21 (centres undefined)

screen / no.,1,2,3,4,5,6,7,8
APEX1 inh,.,32%,-1%,.,.,-3%,1%,14%
RGS4 inhibitor,6%,-36%,22%,11%,11%,1%,?,?
LDHA inh,0,0,-6,8,-5,-3,-1,-4
POLH inh,-22%,-17%,-9%,1%,-16%,-12%,-8%,-5%
Apoferritin bind,-3%,.,-18%,.,.,-8%,-14%,-5%
Pol kappa inh,-2%,-7%,-4%,-7%,-5%,18%,-11%,-2%
Pol beta inh,17%,.,36%,.,.,-18%,5%,32%
ALOX12 inh,-21%,?,1%,?,9%,1%,20µM*,443%[activator]
ERG Ets-DNA blk,0%,-13%,2%,4%,-4%,-11%,-7%,-9%

9. O=C1NC(=O)/C(=C/c2ccc(OS(=O)(=O)c3ccc(F)cc3F)cc2)N1
10. COCCCNC(=O)c1ccc(CS(=O)(=O)c2ccc(Br)cc2)o1
11. O=C(NCC1CCCO1)c1ccc2c3n(nc2c1)-c1ccccc1CO3 (centres undefined)
12. CC(C)CC1(C)NC(=O)N(CCN2C(=O)c3ccccc3C2=O)C1=O (centres undefined)
13. O=S(=O)(Nc1ncccn1)c1ccc(NS(=O)(=O)c2cc(Cl)ccc2Cl)cc1
14. Cc1cccn2c(=O)c3cc(C(=O)N4CCOCC4)n(C)c3nc12
15. Cc1cc(NC(=O)COC(=O)C2CCN(S(=O)(=O)c3c(Cl)cccc3Cl)CC2)no1
16. COc1cccc(CNC(=O)C2CCN(S(=O)(=O)N3CCCCC3)CC2)c1

screen / no.,9,10,11,12,13,14,15,16
APEX1 inh,0%,-5%,-6%,3%,-2%,10%,1%,17%
RGS4 inhibitor,13%,11%,-13%,-31%,8%,2%,-34%,3%
LDHA inh,-3,-11,-1,-4,-4,-5,-1,-3
POLH inh,-7%,2%,-17%,-15%,-3%,-3%,-19%,-3%
Apoferritin bind,-5%,2%,25%,-9%,0%,-8%,?,-8%
Pol kappa inh,-9%,-23%,-5%,0%,-1%,-15%,-7%,-2%
Pol beta inh,-8%,29%,-3%,28%,1%,1%,11%,38%
ALOX12 inh,27%,i,15%,-7%,-4%,2%,140%[activator],26%
ERG Ets-DNA blk,5%,-22%,-2%,-4%,7%,4%,-13%,-7%

17. CCc1cccc(C)c1NC(=O)C1CCN(C(=O)c2ccc([N+](=O)[O-])cc2)CC1
18. CCOc1ccc(NC(=O)Cn2ccn(-c3ccc(F)c(F)c3)c(=O)c2=O)cc1
19. O=C(CSc1nnc(CNC(=O)c2ccccc2F)o1)Nc1ccc2c(c1)OCCO2
20. CC1CCc2nc3ncn(CC(=O)Nc4cccc(C#N)c4)c(=O)c3cc2C1 (centres undefined)
21. O=C(CSc1nccn1Cc1ccc(F)cc1)NCc1ccc(F)cc1
22. CCCc1cc(N2CCCC(C(=O)NCC)C2)n2ncnc2n1 (centres undefined)
23. Cn1cnc(C(=O)NC2CCN(C(=O)OC(C)(C)C)CC2)c1C(=O)NC1CCN(C(=O)OC(C)(C)C)CC1
24. Cc1cc(Nc2ccc(F)c(Cl)c2)n2nc(C)nc2n1

screen / no.,17,18,19,20,21,22,23,24
APEX1 inh,2%,.,3%,.,.,-5%,-15%,-3%
RGS4 inhibitor,-17%,-9%,-31%,-7%,2%,-1%,-3%,0%
LDHA inh,2,2,-2,5,-2,-5,-1,4
POLH inh,-6%,-8%,7%,-5%,3%,-3%,-18%,-9%
Apoferritin bind,-6%,-17%,-19%,?,-11%,-6%,.,-7%
Pol kappa inh,6%[60.1 µM],2%,-4%,-3%[60.1 µM],-8%[60.1 µM],-8%,11%,23%
Pol beta inh,12%,-2%,8%,-26%,2%,34%,.,-16%
ALOX12 inh,2%,-17%,0%[57.4 µM],?,-5%,12%,18%,?
ERG Ets-DNA blk,-7%,11%,8%,3%,0%,-13%,-8%,13%

25. CCOC(=O)c1ccc(N2C(=O)c3n[nH]c(-c4ccco4)c3C2c2ccc(O)c(OCC)c2)cc1 (centres undefined)
26. COc1ccccc1-c1oc2ccccc2c1C#CCO
27. CCn1c(SCc2ccc(C(=O)Nc3cc(C)cc(C)c3)cc2)nnc1-c1ccncc1
28. CN(NC(N)=O)c1ncc(C(F)(F)F)cc1Cl
29. Cc1nnc(NC(=O)c2cccc(S(=O)(=O)N3CCc4ccccc43)c2)s1
30. CCCOC(=O)c1ccc2c(c1)C(=O)N(c1ccccc1)C2=O
31. CCCn1nc2cc(C(=O)NCc3ccc(C)cc3)ccc2c1OCC
32. O=C(/C=C/c1ccc([N+](=O)[O-])cc1)Nc1cccc(C(=O)Nc2ccccc2C(=O)O)c1

screen / no.,25,26,27,28,29,30,31,32
APEX1 inh,.,3%,-2%,-15%,-2%,2%,4%,?
RGS4 inhibitor,-1%,8%,-14%,-15%,-8%,4%,-2%,-43%
LDHA inh,0,2,-5,-5,0,-12,2,-9
POLH inh,-9%,1%,-12%,-8%,3%,8%,-11%,28µM*
Apoferritin bind,-12%,.,0%,4%,-7%,-11%,-7%,-1%
Pol kappa inh,-8%,-8%,0%,-12%,-4%,-7%,0%,-15%
Pol beta inh,?,.,6%,1%,4%,-18%,26%,?
ALOX12 inh,-15%,?,11%,-13%,0%,6%,-18%,?
ERG Ets-DNA blk,-13%,-2%,2%,0%,-1%,.,-7%,8%

33. CCc1ccccc1NC(=O)CC1SCCNC1=O (centres undefined)
34. CC(C)Oc1ccc(C(=O)Nc2ccc(S(=O)(=O)N3CCN(C)CC3)cc2)cc1
35. CCOC(=O)c1cccc(NC(=O)c2cc(C)nc3c2c(C)nn3-c2ccc(C)cc2)c1
36. O=C(N/N=C/c1ccco1)C1CC1
37. CC(C)CCN1C(=O)c2ccccc2CC1(C)C(=O)NC1CCCCC1 (centres undefined)
38. O=C(Nc1ccccc1C(F)(F)F)N1CCCC1c1cccnc1 (centres undefined)
39. Cc1cccn2c(=O)c3cc(C(=O)NCCN4CCOCC4)c(=N)n(Cc4ccc(F)cc4)c3nc12
40. Cc1cc(C(=O)COC(=O)CNC(=O)c2ccco2)c(C)n1Cc1ccco1

screen / no.,33,34,35,36,37,38,39,40
APEX1 inh,1%,7%,.,32%,.,3%,24%,?
RGS4 inhibitor,2%,-2%,6%,-16%,-1%,23%,1%[11.4 µM],25%
LDHA inh,-11,0,-1,1,-3,-8,-1,-6
POLH inh,3%,-16%,-18%,-9%,.,4%,-8%,?
Apoferritin bind,-12%,-15%,42%[activator],-4%,0%,-4%,1%,-18%
Pol kappa inh,-8%,-3%,0%,-17%,1%,-5%,-11%,-1%
Pol beta inh,24%,18%,0%,14%,21%,16%,13%,?
ALOX12 inh,2%,-3%,-14%,-10%,-18%,-18%,-17%,-4%
ERG Ets-DNA blk,1%,0%,-1%,-3%,-21%,5%,-5%,-6%

As a short view, part of the list above.
33. CCc1ccccc1NC(=O)CC1SCCNC1=O (centres undefined)
34. CC(C)Oc1ccc(C(=O)Nc2ccc(S(=O)(=O)N3CCN(C)CC3)cc2)cc1
35. CCOC(=O)c1cccc(NC(=O)c2cc(C)nc3c2c(C)nn3-c2ccc(C)cc2)c1

screen / no.,33,34,35
APEX1 inh,1%,7%,.
RGS4 inhibitor,2%,-2%,6%
LDHA inh,-11,0,-1
POLH inh,3%,-16%,-18%
Apoferritin bind,-12%,-15%,42%[activator]
Pol kappa inh,-8%,-3%,0%
Pol beta inh,24%,18%,0%
ALOX12 inh,2%,-3%,-14%
ERG Ets-DNA blk,1%,0%,-1%

The listing continues.
41. CC1=Nc2ccc(C)cc2/C1=C/c1c(N)n2c(S(=O)(=O)C(C)C)nsc2nc1=O
42. CN(C)S(=O)(=O)c1ccc(S(=O)(=O)N(Cc2ccco2)Cc2ccccc2Cl)cc1
43. CCOc1ccc(CN(C)C(=O)c2cccnc2SC)cc1OC
44. Cc1ccc(NC(=O)CCOc2ccccc2)c(C)c1
45. CSc1nc(-c2ccco2)cc(C(F)(F)F)c1C#N

screen / no.,41,42,43,44,45
APEX1 inh,7%,27%,-4%,0%,-2%
RGS4 inhibitor,?,-1%,28%,0%,5%[11.4 µM]
LDHA inh,-11,-3,-11,2,0
POLH inh,?,-15%,2%,-10%,-6%
Apoferritin bind,-11%,5%,-6%,-13%,1%
Pol kappa inh,-16%,-8%,-4%,-9%,-5%
Pol beta inh,?,-3%,-15%,-2%,-22%
ALOX12 inh,?,.,4%,.,?
ERG Ets-DNA blk,13%,-9%,-3%,7%,-2%
